Source: PubChem (several laboratories)
procasp7 counter: procaspase-7 activators, primary screen, counter-screen for procaspase-3 activator project, biochemical, absorbance, HTS, human | Caspase-7 (Homo sapiens), P55210 | recombinant procaspase-7, Ac-DEVD-pNA absorbance 405 nm; D23A/D198A/D206A triple mutant, cannot self-cleave; scale: DMSO 0, 5 µM enzyme 100 | activation, % at 8.5 µM | actives 0.093% (n = 330,000) | AID 463210, 2010;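 active = percent activation above the screen-wide mean plus 3 SD, cut at about 25% in these data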
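Detection: p-Nitroaniline absorbance at 405 nm, read at 0 and 120 min; system: Uncleavable procaspase-7 mutant enzyme; evaluation: % activation from two-timepoint absorbance difference, scaled to controls; times: 1 h enzyme–compound preincubation and 2 h substrate reaction, both 25 °C; buffer or medium: Zinc-free HEPES pH 7.4 with 300 mM NaCl, 0.01% Triton X-100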
LAP4-GFP MLPCN: modulators of LAP4-GFP expression in yeast, primary screen, S. cerevisiae, multiplex flow cytometry, MLPCN library | 3 h; median GFP as percent of DMSO wells | GFP response vs DMSO, % at 10 µM | actives 0.34% (n = 320,000);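 active = GFP response vs DMSO above a set limit, about the screen mean plus 3 SD, cut at about 150% in these data; inconclusive = under 70 cell events counted for the yeast strain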
RPL19A-GFP yeast: RPL19A-GFP expression modulators in yeast, primary screen, cell-based, S. cerevisiae, multiplex flow cytometry, MLPCN | S. cerevisiae RPL19A-GFP strain, 3 h; stronger effect = lower value | percent response vs DMSO, % at 10 µM | actives 0.3% (n = 330,000) | AID 2025, 2009;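 active = percent response vs DMSO below 50%; inconclusive = fewer than 70 events counted for the yeast strain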;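 note: median channel GFP fluorescence of the barcoded RPL19A-GFP strain; ratio of sample median GFP to plate DMSO average so 100% = DMSO; lower means less RPL19A-GFP as with rapamycin TOR inhibition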
MEP2 TOR yeast: modulators of MEP2-GFP levels in yeast, primary screen, S. cerevisiae, multiplex flow cytometry, MLPCN library. S. cerevisiae MEP2-GFP strain, 3 h; 100% = DMSO control level. GFP response vs DMSO, % at 10 µM. actives 0.51% (n = 330,000);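 active = GFP response versus DMSO above a set limit, roughly screen mean plus 3 SD, cut at about 180% in these data; inconclusive = fewer than 70 cells counted for a yeast strain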;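 note: median GFP fluorescence of the barcode-gated MEP2-GFP cells per well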
Yeast superoxide: reduction of superoxide in aged yeast, primary screen, HTS | S. cerevisiae aged cells, superoxide DHE fluorescence; stronger effect = lower value | superoxide response (% of plate mean), % at 10 µM | actives 0.18% (n = 330,000) | AID 2690, 2010;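 active = superoxide response under a set limit, about three screen SD below normal, cut at about 65% in these data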;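 note: yeast aged for seven days with compound at 30 °C before DHE staining; 100% = average MFI of all compound-treated wells on the plate with controls excluded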
JMJD2C inh: inhibitors of GASC-1 histone demethylase, primary screen, biochemical, fluorescence, DELFIA europium | actives 0.069% (n = 330,000) | Lysine-specific demethylase 4C (Homo sapiens), Q9H3R0 | GST-JMJD2C(1-420) H3K9me3 demethylation | inhibition, % at 2.35 µM | AID 2099, 2009;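 active = more than half of a compound's replicate wells show inhibition beyond 50%, single wells judged on their own value; inconclusive = some, but no more than half, of replicates pass 50% inhibition; inactive = no replicate passes 50% inhibition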;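 note: signal counts dimethyl H3K9 product captured on neutravidin plate; 0% = median of DMSO wells and 100% = 0.3 times that DMSO median; strong numbers were not always called active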
AHR act: AHR activators, primary screen, cell-based, luminescence, luciferase reporter, human | AHR-responsive luciferase reporter cells | actives 2.5% (n = 320,000) | AID 2796, 2010 | activation, % at 5 µM; in the data active = activation above about 47%;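 note: 0% = vehicle wells and 100% = reference agonist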
Target sequence (P35869 whole entry, looked up): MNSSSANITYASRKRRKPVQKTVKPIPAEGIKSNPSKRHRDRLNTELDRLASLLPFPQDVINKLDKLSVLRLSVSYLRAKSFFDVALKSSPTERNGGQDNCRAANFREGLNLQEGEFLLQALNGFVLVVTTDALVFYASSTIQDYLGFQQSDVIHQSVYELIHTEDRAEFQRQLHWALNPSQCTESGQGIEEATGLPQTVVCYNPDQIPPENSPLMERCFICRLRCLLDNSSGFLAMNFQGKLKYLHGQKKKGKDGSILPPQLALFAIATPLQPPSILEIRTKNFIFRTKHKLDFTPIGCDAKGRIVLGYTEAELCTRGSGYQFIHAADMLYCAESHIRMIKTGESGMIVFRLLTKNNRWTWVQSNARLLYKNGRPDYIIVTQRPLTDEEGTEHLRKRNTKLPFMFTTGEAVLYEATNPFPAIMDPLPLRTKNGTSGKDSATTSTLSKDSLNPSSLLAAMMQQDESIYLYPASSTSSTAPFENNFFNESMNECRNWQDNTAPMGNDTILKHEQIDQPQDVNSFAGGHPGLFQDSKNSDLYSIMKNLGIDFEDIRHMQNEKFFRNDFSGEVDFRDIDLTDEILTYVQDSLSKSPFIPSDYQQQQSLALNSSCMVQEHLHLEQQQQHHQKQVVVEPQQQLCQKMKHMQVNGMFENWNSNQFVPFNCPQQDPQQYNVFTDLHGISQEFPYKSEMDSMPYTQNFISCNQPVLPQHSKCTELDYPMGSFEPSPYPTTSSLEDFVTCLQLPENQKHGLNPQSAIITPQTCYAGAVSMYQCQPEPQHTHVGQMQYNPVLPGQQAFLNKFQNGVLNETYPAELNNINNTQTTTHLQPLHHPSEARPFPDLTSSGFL
proCasp3 act: activators of human procaspase-3 D3A mutant, primary screen, biochemical, absorbance, PC-3 D3A mutant, single concentration; Caspase-3 (Homo sapiens), P42574; recombinant procaspase-3 D3A, Ac-DEVD-pNA absorbance 405 nm; activation, % at 8.5 µM; actives 0.11% (n = 330,000); AID 463141, 2010;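 active = activation above the mean of all tested compounds plus 3 SD, cut at about 21% in these data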;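 note: 0% = DMSO alone and 100% = DMSO wells spiked with extra 5 µM PC-3 D3A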
Target sequence (P42574 whole entry D9A/D28A/D175A): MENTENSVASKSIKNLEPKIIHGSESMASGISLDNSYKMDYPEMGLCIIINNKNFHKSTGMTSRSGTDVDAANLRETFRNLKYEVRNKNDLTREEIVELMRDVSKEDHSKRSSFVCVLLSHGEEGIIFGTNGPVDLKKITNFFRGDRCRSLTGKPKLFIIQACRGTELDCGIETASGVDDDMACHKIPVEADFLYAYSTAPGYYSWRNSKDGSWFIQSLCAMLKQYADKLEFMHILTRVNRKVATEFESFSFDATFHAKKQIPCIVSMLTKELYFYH
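Assay system – Procaspase-3 D3A mutant, all three cleavage aspartates alanine · Controls – DMSO-only low control, 5 µM PC-3 D3A high control · Schedule – 1 h compound preincubation, 2 h substrate hydrolysis at 25 °C · Signal – 405 nm absorbance of p-nitroaniline, reads at 0 and 120 min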
* hit, by the source's call; ? = inconclusive; · = not tested or not shown.

Values run as follows: procasp7 counter | LAP4-GFP MLPCN | RPL19A-GFP yeast | MEP2 TOR yeast | Yeast superoxide | JMJD2C inh | AHR act | proCasp3 act
1) COc1ccc(NC(=O)CN(c2cc(C)cc(C)c2)S(=O)(=O)c2c(C)noc2C)cc1
→ 3 | 95 | 97 | 98 | 97 | -5 | 10 | 2
2) COc1ccc(NC(=O)CN(C)C(=O)c2csc3c2CCCC3)cc1
→ 3 | 125 | 83 | 83 | 82 | -1 | 0 | 5
3) NC(=O)C1CCN(C(=O)CCSc2ccc(Cl)cc2)CC1
→ -8 | 95 | 100 | 98 | 107 | -1 | 1 | 4
4) Cc1ccc(C(=O)Nc2ccncc2)cc1[N+](=O)[O-]
→ -4 | 107 | 104 | 108 | 99 | 11 | -2 | 2
5) CCC(CO)Oc1cc(NCc2ccccc2C(F)(F)F)c2ncn(C(C)C)c2c1 (stereo not drawn)
→ 11 | 91 | 99 | 98 | 83 | 7 | 3 | -1
6) Cc1ccc2cc(C#N)c(NCCNC(=O)C3CCC3)nc2c1C
→ 7 | 101 | 101 | 99 | 97 | 2 | -1 | -1
7) O=C(Cn1c(=O)n(CC2CCCO2)c(=O)c2ccccc21)c1ccccc1 (stereo not drawn)
→ 11 | 93 | 93 | 100 | 109 | 0 | -4 | 4
8) O=C(Cn1cc([N+](=O)[O-])cn1)Nc1ccc(Cn2cc(Br)cn2)cc1
→ 18 | 89 | 101 | 98 | 99 | -8 | 14 | -5
9) CCOC(=O)c1c(C)c(C)n(Cc2ccc(OC)c(OC)c2)c1C
→ -1 | 111 | 104 | 108 | 104 | 4 | -2 | 13
10) Clc1ccc2[nH]c3c(N4CCC5(CC4)OCCO5)ncnc3c2c1
→ 2 | 100 | 99 | 93 | 109 | 16 | 99* | -8
11) N=c1ccn(Cc2cccc(F)c2)cc1
→ 4 | 98 | 94 | 107 | 110 | -11 | -1 | -7
12) COc1cccc(OC)c1C(=O)Nc1ccc(S(=O)(=O)Nc2cc(C)nc(C)n2)cc1
→ 1 | 97 | 98 | 98 | 85 | 10 | 0 | -3
13) O=C(O)c1nn(-c2ccccc2-c2n[nH]c(=O)[nH]c2=O)c(=O)[nH]c1=O
→ -14 | 93 | 104 | 117 | 97 | 9 | 6 | -6
14) CCOC(=O)Cc1csc(NC(=O)c2ccco2)n1
→ -3 | ? | ? | ? | 95 | -5 | 3 | 7
15) COc1cc(C#N)c(NS(=O)(=O)c2ccc3[nH]c(=O)sc3c2)cc1OC
→ 14 | 99 | 90 | 98 | 95 | 26 | 2 | 1
16) COc1cccc(NC(=S)N(C)C2CCN(C)CC2)c1
→ -7 | 97 | 102 | 110 | 99 | 1 | -1 | -3
17) COc1ccc(CNC(=O)CN2CCN(c3ccccc3O)CC2)cc1OC
→ 6 | 86 | 106 | 104 | 95 | -2 | 4 | -1
18) CCc1ccc(C(O)(c2ccccc2OC)C(CN2CCOCC2)c2ccccc2)cc1 (stereo not drawn)
→ 4 | 91 | 101 | 102 | 100 | -20 | 0 | -8
19) COc1cc(OC)c(N(C)C(=O)CCNC(=O)Cn2cnc3ccccc3c2=O)cc1Cl
→ 3 | 96 | 99 | 102 | 103 | -5 | -1 | 7
20) Nc1c(C(=O)CSc2nccn2-c2cccc(F)c2)c(=O)[nH]c(=O)n1C1CC1
→ 3 | 114 | 106 | 106 | 92 | -1 | 1 | 2

Grouped by structure, those above containing a Cl atom.
Values run as follows: procasp7 counter | LAP4-GFP MLPCN | RPL19A-GFP yeast | MEP2 TOR yeast | Yeast superoxide | JMJD2C inh | AHR act | proCasp3 act
3) NC(=O)C1CCN(C(=O)CCSc2ccc(Cl)cc2)CC1
→ -8 | 95 | 100 | 98 | 107 | -1 | 1 | 4
10) Clc1ccc2[nH]c3c(N4CCC5(CC4)OCCO5)ncnc3c2c1
→ 2 | 100 | 99 | 93 | 109 | 16 | 99* | -8
19) COc1cc(OC)c(N(C)C(=O)CCNC(=O)Cn2cnc3ccccc3c2=O)cc1Cl
→ 3 | 96 | 99 | 102 | 103 | -5 | -1 | 7

Two entries from above, field by field:
13) O=C(O)c1nn(-c2ccccc2-c2n[nH]c(=O)[nH]c2=O)c(=O)[nH]c1=O
  procasp7 counter: -14
  LAP4-GFP MLPCN: 93
  RPL19A-GFP yeast: 104
  MEP2 TOR yeast: 117
  Yeast superoxide: 97
  JMJD2C inh: 9
  AHR act: 6
  proCasp3 act: -6
14) CCOC(=O)Cc1csc(NC(=O)c2ccco2)n1
  procasp7 counter: -3
  LAP4-GFP MLPCN: ?
  RPL19A-GFP yeast: ?
  MEP2 TOR yeast: ?
  Yeast superoxide: 95
  JMJD2C inh: -5
  AHR act: 3
  proCasp3 act: 7

Continued.
Values run as follows: procasp7 counter | LAP4-GFP MLPCN | RPL19A-GFP yeast | MEP2 TOR yeast | Yeast superoxide | JMJD2C inh | AHR act | proCasp3 act
21) O=S(=O)(NCc1ccccc1)c1cccc(S(=O)(=O)N2CCOCC2)c1
→ 3 | 96 | 95 | 87 | 111 | -9 | 0 | 2
22) O=C(c1ccc(-c2ccccc2)cc1)C1CCCN(C(=O)c2cncs2)C1 (stereo not drawn)
→ 2 | 108 | 95 | 96 | 131 | 7 | 38 | 2
23) CC(C)c1ccc(NC(=O)NCc2ccc(F)cc2)cc1
→ 1 | 114 | 105 | 106 | 110 | -1 | 8 | 0
24) COc1ccccc1N1CCN(C(=O)C2CCN(S(=O)(=O)c3ccc4c(c3)CC(C)N4C(=O)C3CC3)CC2)CC1 (stereo not drawn)
→ 9 | 126 | 96 | 116 | 110 | -4 | -1 | 8
25) O=C(N/N=C/c1ccccc1C(=O)O)C(=O)N1CCCCC1
→ 6 | 97 | 98 | 97 | 97 | -2 | 0 | 6
26) Cc1ccc(NC(=O)Cc2csc(-c3ccccc3)n2)cc1F
→ -4 | 103 | 100 | 101 | 103 | -6 | 20 | -2
27) CCSc1nnc(NC(=O)C2C3C=CC(C3)C2C(=O)O)s1 (stereo not drawn)
→ 2 | 108 | 107 | 104 | 103 | -6 | -1 | -1
28) CC1CN(C(=O)COc2ccc3ccccc3c2Br)CC(C)O1 (stereo not drawn)
→ 1 | 98 | 97 | 98 | 114 | -9 | 5 | 3
29) CN(Cc1ccccc1)C(=O)CSc1nc2ccccc2[nH]1
→ 4 | 92 | 93 | 94 | 114 | -12 | 2 | 2
30) COc1ccccc1C(=O)N1CCN(c2ccc(N3CCOCC3)nn2)CC1
→ 11 | 97 | 94 | 103 | 107 | 1 | 1 | 10
31) N#Cc1ccccc1NC1=CC(=O)CCC1
→ 3 | 95 | 96 | 106 | 102 | 27 | 1 | 0
32) CCn1c(SC(C)C(=O)O)nc2sc3c(c2c1=O)CCC3 (stereo not drawn)
→ -17 | 99 | 99 | 96 | 109 | -5 | 1 | -10
33) COc1ccc(/C=N/Nc2cn[nH]c(=O)c2Cl)cc1
→ 0 | 99 | 112 | 98 | 92 | 1 | 5 | -6
34) COc1ccc(Cn2nnnc2C(c2cc3cc(C)ccc3[nH]c2=O)N2CCN(C)CC2)cc1 (stereo not drawn)
→ 7 | 107 | 102 | 98 | 103 | 5 | 2 | 0
35) COc1cc(NC(=S)NCc2cccnc2)cc(OC)c1OC
→ 1 | 103 | 109 | 109 | 94 | -9 | 17 | 6
36) CCCCN1CC2([N+](=O)[O-])C=CC(=O)C([N+](=O)[O-])(C1)C2CC(=O)c1ccccc1 (stereo not drawn)
→ -3 | 75 | 101 | 89 | 106 | -25 | 10 | 6
37) O=C(Oc1cc2oc(=O)cc(-c3ccccc3)c2cc1Cl)C1CCCCC1
→ 5 | 89 | 98 | 95 | 143 | 5 | 4 | 1
38) O=S(=O)(/N=C(/Nc1cccc2ccccc12)c1ccccc1)c1ccc(Br)cc1
→ 10 | 97 | 102 | 107 | 87 | 6 | 27 | -1
39) CSc1ccccc1C(=O)NCCCOC(C)C
→ 2 | 104 | 102 | 104 | 102 | 9 | -1 | 9
40) Cc1cccc(C(C)C)c1NC(=O)C1CCN(S(=O)(=O)c2ccccc2)CC1
→ 6 | 85 | 109 | 94 | 109 | -9 | 1 | -7
41) COc1ccc(Cn2cnc3sccc3c2=O)cc1
→ 4 | 93 | 89 | 89 | 98 | 4 | 0 | -2
42) CCOc1ccc(S(=O)(=O)NCCC(=O)NCC(C)(C)N2CCOCC2)cc1
→ -1 | 111 | 96 | 96 | 109 | -11 | 1 | 0
43) CCn1c2ccccc2c2cc(C#N)c(N)nc21
→ 5 | 97 | 97 | 94 | 99 | 7 | 9 | 2
44) COc1cc(/C=C/C(=O)OCC(=O)N(C)C2CCS(=O)(=O)C2)ccc1OC(F)F (stereo not drawn)
→ -7 | 87 | 101 | 98 | 108 | -6 | 3 | -3
45) COCCN(C(=O)c1cc(Cl)ccn1)c1c(N)n(Cc2ccccc2)c(=O)[nH]c1=O
→ 8 | 103 | 97 | 97 | 110 | · | 1 | -4
46) Cc1ccc(S(=O)(=O)NCCc2ccccc2)cc1
→ -10 | 96 | 92 | 94 | 100 | -1 | 3 | 9
47) c1coc(CNCCCN2CCOCC2)c1
→ -4 | 93 | 99 | 103 | 84 | 4 | 2 | 3
48) Cc1onc(-c2ccccc2Cl)c1C(=O)Nc1nnc(-c2ccc(Br)cc2)s1
→ 0 | 105 | 97 | 102 | 102 | 8 | 33 | 1
49) COc1ccc(C(=O)OCC(=O)c2cc(OC)ccc2OC)c(OC)c1
→ 4 | 110 | 104 | 107 | 98 | -3 | 1 | 9
50) O=C1C2(CCCC13COC(c1ccc(O)cc1)OC3)COC(c1ccc(O)cc1)OC2 (stereo not drawn)
→ 2 | 94 | 93 | 94 | 97 | -2 | 1 | 5
51) CCOC(=O)c1cnc(SC)nc1Oc1cccc(NS(=O)(=O)c2ccc(F)cc2)c1
→ 9 | 106 | 99 | 97 | 98 | 3 | 2 | 3
52) CCOC(=O)c1c(C)oc2ccc(O)c(CN3CCCCC3)c12
→ 3 | 104 | 110 | 111 | 94 | 7 | 7 | 2

Compound profiles, from the list above.
Shown for COCCN(C(=O)c1cc(Cl)ccn1)c1c(N)n(Cc2ccccc2)c(=O)[nH]c1=O = procasp7 counter: 8; LAP4-GFP MLPCN: 103; RPL19A-GFP yeast: 97; MEP2 TOR yeast: 97; Yeast superoxide: 110; JMJD2C inh: ·; AHR act: 1; proCasp3 act: -4
Shown for CCOC(=O)c1c(C)oc2ccc(O)c(CN3CCCCC3)c12 = procasp7 counter: 3; LAP4-GFP MLPCN: 104; RPL19A-GFP yeast: 110; MEP2 TOR yeast: 111; Yeast superoxide: 94; JMJD2C inh: 7; AHR act: 7; proCasp3 act: 2
